High-throughput results deposited in PubChem BioAssay by several laboratories.
GSK3B inh – blocks human GSK3beta kinase activity. activity score (negative = inhibition), % at 10 µM. GST-GSK3beta kinase, ADP-Glo luminescence, 60 min; active compounds read low. AID 2097. 300,000 tested, 0.038% active. P49841;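 active = more than half of replicate wells score below -50%, meaning over 50% inhibition versus plate controls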;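 also: 0% = median DMSO wells and -100% = median GW8510 positive control wells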
Target sequence (P49841 whole entry, looked up): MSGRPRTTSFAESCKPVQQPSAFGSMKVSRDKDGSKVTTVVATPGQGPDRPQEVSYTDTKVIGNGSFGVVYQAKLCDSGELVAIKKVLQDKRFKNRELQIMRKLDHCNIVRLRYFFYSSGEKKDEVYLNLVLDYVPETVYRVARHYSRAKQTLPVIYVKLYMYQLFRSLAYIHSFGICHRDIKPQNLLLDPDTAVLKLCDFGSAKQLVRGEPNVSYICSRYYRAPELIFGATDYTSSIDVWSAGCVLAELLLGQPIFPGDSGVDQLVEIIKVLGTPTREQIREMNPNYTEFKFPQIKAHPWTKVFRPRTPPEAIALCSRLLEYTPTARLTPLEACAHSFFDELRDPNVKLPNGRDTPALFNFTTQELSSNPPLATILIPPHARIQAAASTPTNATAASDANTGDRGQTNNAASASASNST
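Test system – GST-tagged human GSK3beta kinase, cell-free · Incubation – 60 min enzyme reaction, room temperature · Signal – ADP-Glo luminescence · Also added – peptide substrate and ATP at 25 µM · Controls – DMSO neutral wells and GW8510 at 20 µM as positive · Buffer or medium – Tris/MgCl2 kinase buffer · Measure – Luminescence-derived activity versus plate DMSO and GW8510 wells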
KLF5 inh – inhibitors of KLF5 expression | AID 1700 | DLD-1 KLF5 promoter-luciferase reporter, luminescence | 290,000 tested, 0.23% active | inhibition, % at 5 µM;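 active = inhibition above a per-plate limit of that plate's mean compound inhibition plus 3 SD, cut at about 60% in these data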;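 also: 0% = DMSO wells and 100% = LY294002 at 200 µM; higher means less KLF5 promoter-driven luciferase light; inactives centre near -14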
aSyn UTR inh – MLPCN primary screen, SNCA 5' untranslated region; inhibition, % (tested at 7.5 µM); alpha-synuclein 5'UTR reporter, inhibitor activity; 300,000 tested, 0.82% active; in the data active = inhibition above about 60%;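 also: H4 neuroglioblastoma cells stably carrying SNCA 5'UTR luciferase fusion; 0% = DMSO wells and 100% = positive control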
HSF1 inh – HSF1 inhibition. NIH3T3-HGL HSE-luciferase, MG132-induced, luminescence 8 h; active compounds read low. activity change, negative = inhibition, % at 7.5 µM (by protocol). 300,000 tested, 0.77% active;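 active = more than half of replicate wells show activity change below -50%, luminescence cut by over half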;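 also: luciferase reports HSF-1 transcriptional activity via heat shock element; 0% = median of DMSO wells and -100% = zero luminescence signal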
HSF1 activator – increases HSF-1 driven luciferase reporter signal; NIH3T3-HGL HSF-1 luciferase reporter, MG132, 8 h; 100% = twice DMSO control signal; activation, % at 9 µM; 300,000 tested, 1.7% active; AID 504408;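 active = mean replicate activation of at least 50% with a set share of replicates each reaching 50%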;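 also: 0% = median of the neutral control wells and 100% = twice that signal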
GSK3A inh – inhibitors of human GSK-3 alpha kinase; P49840; ADP-Glo luminescence, 60 min; inhibition, % at 10 µM; 320,000 tested, 0.1% active; AID 2650;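 in the data active = inhibition above about 50%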;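 also: GST-tagged GSK-3 alpha with peptide substrate and 25 µM ATP; 0% = DMSO neutral wells and 100% = GW8510 positive control wells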
Target sequence (P49840 whole entry, looked up): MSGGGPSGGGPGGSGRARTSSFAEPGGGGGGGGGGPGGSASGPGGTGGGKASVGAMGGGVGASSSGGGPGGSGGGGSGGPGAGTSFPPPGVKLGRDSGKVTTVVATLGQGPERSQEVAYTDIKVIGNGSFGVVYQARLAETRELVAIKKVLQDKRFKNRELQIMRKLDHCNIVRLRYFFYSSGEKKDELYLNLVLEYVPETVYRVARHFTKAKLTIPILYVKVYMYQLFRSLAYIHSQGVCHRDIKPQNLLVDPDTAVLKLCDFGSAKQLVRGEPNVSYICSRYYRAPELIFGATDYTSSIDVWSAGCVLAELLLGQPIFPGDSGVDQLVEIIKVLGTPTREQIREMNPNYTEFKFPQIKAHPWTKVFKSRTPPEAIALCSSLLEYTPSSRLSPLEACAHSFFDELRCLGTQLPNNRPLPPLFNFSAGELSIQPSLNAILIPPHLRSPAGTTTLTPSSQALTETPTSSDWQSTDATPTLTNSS
DYRK1A inh – Dyrk1A (rat) kinase inhibition; Q63470; ADP-Glo luminescence, NFATc1 peptide; inhibition, % at 12.5 µM; AID 504441; 310,000 tested, 0.43% active; in the data active = inhibition above about 50%;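 also: plate controls were vehicle with enzyme for no effect and no enzyme for full effect; many of its hits are not listed in these tables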
HSP90 inh – blocks HSP90-mediated luciferase refolding in reticulocyte lysate; Rabbit reticulocyte lysate, luciferase refolding luminescence, 3 h; inhibition, % at 5.6 µM; 290,000 tested, 0.91% active; AID 1789;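 active = inhibition above the screen-wide mean plus 3 SD, computed separately per campaign, cut at about 16% in these data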;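 also: 0% = DMSO wells and 100% = 60 µM geldanamycin wells; inhibitors lower the luminescence because luciferase stays unfolded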
Platelet DG rel – platelet dense granule release activity | human platelet-rich plasma, SFLLRN dense granule ATP release, luminescence | inhibition, %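 (compounds screened at 7.5 µM in platelet-rich plasma)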 | 300,000 tested, 0.22% active;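 active = mean replicate score, as percent of positive control, at or above 50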
IEC-6 tox – counter-screen for KLF5 inhibitors: cytotoxicity in IEC-6 cells; IEC-6 cytotoxicity, luminescence viability; inhibition, % at 5 µM; 290,000 tested, 0.78% active; AID 1825; in the data active = inhibition above about 22%;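 also: 0% = plate median of test compound wells and 100% = cytotoxic reference compound wells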
Numbers without * were called inactive; · = not tested or not shown. Not all compounds are listed; rates above refer to the full screens.

SMILES | GSK3B inh | KLF5 inh | aSyn UTR inh | HSF1 inh | HSF1 activator | GSK3A inh | DYRK1A inh | HSP90 inh | Platelet DG rel | IEC-6 tox
O=C1NC(c2ccccc2)=NC1(NS(=O)(=O)c1ccccc1)C(F)(F)F (stereo not drawn) | -1 | -18 | 6 | -6 | 7 | · | 3 | -2 | -6 | -2
O=C1c2cccnc2C(O)N1C1CCCCC1 (stereo not drawn) | -15 | -21 | 2 | -4 | -2 | 4 | 3 | -1 | -1 | 0
COc1ccc(C(=O)N2CCN(Cc3nc(CC4CC4)no3)CC2)cc1 | 0 | 4 | -16 | -8 | 4 | -1 | 6 | 1 | 1 | -6
COc1ccc(S(=O)(=O)N2CCOC2CNC(=O)C(=O)NCc2cccnc2)cc1OC (stereo not drawn) | 1 | -56 | -8 | 3 | 20 | -2 | 1 | 0 | 3 | 6
COc1cccc(Cn2nnc(C(=O)Nc3cc(C)ccc3OC)c2N)c1 | 1 | -41 | 39 | 0 | 10 | -2 | · | 2 | -13 | 4
COC(=O)Nc1ccc(S(=O)(=O)N2CCN(C)CC2)cc1 | -1 | -3 | -15 | 1 | 15 | -7 | 5 | -2 | 12 | -1
CCc1cccc(NC(=O)CCS(=O)(=O)c2cccc3nonc23)c1 | 2 | 0 | -15 | 1 | 13 | -1 | 4 | -2 | -4 | 0
COc1ccc(C(C)=O)cc1CSc1nnnn1-c1ccc(O)cc1 | -1 | -2 | 25 | 2 | -8 | -3 | 22 | 1 | 7 | -10
Cc1cccc2c(N)c3c(nc12)N(C)CC3 | 0 | -42 | -27 | -8 | 5 | 2 | 6 | 1 | 3 | -9
COc1ccc(OC)c(S(=O)(=O)n2ccc(C)n2)c1 | · | -34 | 17 | -16 | -8 | -3 | 4 | -3 | -1 | -9

Other records:
SMILES | GSK3B inh | KLF5 inh | aSyn UTR inh | HSF1 inh | HSF1 activator | GSK3A inh | DYRK1A inh | HSP90 inh | Platelet DG rel | IEC-6 tox
CC(C)CNC(=O)c1noc2c1CCCC2 | 2 | -28 | -9 | -45 | -57 | -2 | -3 | -3 | 8 | -2
CCN(CCNC(=O)C1CC(=O)N(CCc2ccccc2)C1)c1ccccc1 (stereo not drawn) | 2 | -34 | 13 | 7 | 10 | 3 | 4 | 2 | 2 | 0
O=c1c(Cc2c(F)cccc2Cl)c(O)ccn1CCc1c[nH]c2ccccc12 | 1 | -29 | 16 | -4 | -3 | -3 | -8 | 1 | -3 | -5
Cc1nnc(SC(C)C#N)n1-c1ccccc1 (stereo not drawn) | 0 | -23 | -10 | 10 | 40 | -2 | 1 | -2 | 3 | 1
CCN(C(=O)c1cccnc1SC)C12CC3CC(CC(C3)C1)C2 | 1 | -17 | 16 | -5 | 0 | 0 | -8 | 5 | 7 | 0
CCOc1ccccc1CN1CCNC(=O)C1CC(=O)NCc1nc(C)cs1 (stereo not drawn) | 5 | -37 | 18 | -2 | -9 | · | 4 | 0 | -8 | 4
CC(C)Cn1c(N)c(C(=O)COC(=O)c2ccc3c(c2)OCCO3)c(=O)n(C)c1=O | 0 | -18 | 10 | -5 | 14 | -1 | -3 | 1 | -2 | -2
CC1(C)[C@@H](O)CC[C@]2(C)C3C(O)C=C4[C@H]5C[C@@](C)(CO)CC[C@]5(C)CC[C@]4(C)[C@]3(C)CC[C@@H]12 (stereo partly drawn) | 4 | · | 11 | 4 | -5 | -2 | -7 | · | 1 | ·
CCCCOc1ccc(Nc2cc(Cl)ccc2C(=O)O)cn1 | 5 | -7 | 8 | -7 | 11 | -3 | -5 | -4 | -3 | -3
CCOC(=O)C1C(c2ccc(O)c(OCC)c2)NC(=S)NC1(O)C(F)(F)F (stereo not drawn) | 0 | -16 | -2 | -2 | -11 | -5 | -4 | 4 | -5 | -1

Part of the list above in a different format:
> O=c1c(Cc2c(F)cccc2Cl)c(O)ccn1CCc1c[nH]c2ccccc12
  GSK3B inh: 1
  KLF5 inh: -29
  aSyn UTR inh: 16
  HSF1 inh: -4
  HSF1 activator: -3
  GSK3A inh: -3
  DYRK1A inh: -8
  HSP90 inh: 1
  Platelet DG rel: -3
  IEC-6 tox: -5

> CC(C)Cn1c(N)c(C(=O)COC(=O)c2ccc3c(c2)OCCO3)c(=O)n(C)c1=O
  GSK3B inh: 0
  KLF5 inh: -18
  aSyn UTR inh: 10
  HSF1 inh: -5
  HSF1 activator: 14
  GSK3A inh: -1
  DYRK1A inh: -3
  HSP90 inh: 1
  Platelet DG rel: -2
  IEC-6 tox: -2

> CC(C)CNC(=O)c1noc2c1CCCC2
  GSK3B inh: 2
  KLF5 inh: -28
  aSyn UTR inh: -9
  HSF1 inh: -45
  HSF1 activator: -57
  GSK3A inh: -2
  DYRK1A inh: -3
  HSP90 inh: -3
  Platelet DG rel: 8
  IEC-6 tox: -2

> Cc1nnc(SC(C)C#N)n1-c1ccccc1 (stereo not drawn)
  GSK3B inh: 0
  KLF5 inh: -23
  aSyn UTR inh: -10
  HSF1 inh: 10
  HSF1 activator: 40
  GSK3A inh: -2
  DYRK1A inh: 1
  HSP90 inh: -2
  Platelet DG rel: 3
  IEC-6 tox: 1

Carrying on:
SMILES | GSK3B inh | KLF5 inh | aSyn UTR inh | HSF1 inh | HSF1 activator | GSK3A inh | DYRK1A inh | HSP90 inh | Platelet DG rel | IEC-6 tox
Cc1ccc2c(c1)CN1CN2Cc2cc(C)ccc21 | -1 | 22 | 12 | -6 | 15 | -2 | -6 | 3 | -3 | -2
COc1ccc(CCNC(=O)C2CCN(C(=O)c3ccccc3C)CC2)cc1 | 3 | -54 | 7 | -2 | -9 | -6 | -2 | 0 | -4 | 2
O=C(O)CC(CC(=O)NCC(O)c1ccccc1)c1ccccc1 (stereo not drawn) | 1 | -22 | 3 | 0 | 20 | -1 | -1 | -2 | · | 0
CCOC(=O)c1ccc(NC(=S)N(CCCN2CCCCC2)Cc2ccco2)cc1 | -3 | 11 | 3 | -6 | -10 | 1 | -3 | 3 | -5 | -2
Cc1ccc(NC(=O)CCC(=O)N2CCOc3ccccc32)c(Cl)c1 | 2 | -16 | -7 | -1 | -4 | -1 | 2 | -9 | -2 | -2
CCOC(=O)c1c(C)nc2c(c1-c1cc(OC)ccc1OC)C(=O)CC(C)(C)C2 | 1 | -19 | 11 | -4 | -5 | -3 | -9 | 3 | -5 | -1
O=C(c1cccc(-n2cccc2)c1)N1CCN(S(=O)(=O)c2ccccc2)CC1 | -9 | · | 7 | -2 | -22 | -1 | 18 | · | 13 | ·
O=C(CN1C(=O)c2ccccc2C1=O)Nc1cc([N+](=O)[O-])ccc1O | -2 | -15 | -5 | -10 | 1 | 3 | -4 | 4 | 27 | 1
COc1ccc(C(CC(=O)O)NC(=O)c2ccccc2)cc1OC (stereo not drawn) | -3 | -34 | -6 | -1 | 2 | -5 | -1 | -5 | -15 | -2
O=C1[C@H]2[C@@H](c3ccc(F)cc3)N3C(=O)N(c4cccc(F)c4)C(=O)[C@@]3(Cc3ccc(Cl)cc3)[C@H]2C(=O)N1C1CCCCC1 | -18 | · | 19 | -7 | -20 | -1 | 0 | · | 5 | ·

Later entries:
SMILES | GSK3B inh | KLF5 inh | aSyn UTR inh | HSF1 inh | HSF1 activator | GSK3A inh | DYRK1A inh | HSP90 inh | Platelet DG rel | IEC-6 tox
CCCOc1ccc(N2C(=O)CC(NCCc3ccc(S(N)(=O)=O)cc3)C2=O)cc1 (stereo not drawn) | -5 | -11 | 18 | -1 | 7 | 0 | -5 | 3 | -9 | -2
Cc1ccc(C(=O)OCc2nc3ccsc3c(=O)[nH]2)o1 | 0 | · | -3 | 5 | 14 | -1 | 3 | · | -32 | ·
CC(=O)Nc1nc(C(=O)O)cs1 | -1 | -29 | 8 | -22 | -32 | -4 | -1 | -1 | 3 | 0
COC(=O)C(CC(C(=O)OC)C(=O)OC)C(=O)OC | 0 | -35 | -21 | -3 | -2 | 0 | 9 | -7 | -5 | -2
O=C(NCCCn1ccnc1)C(=O)NCC(c1ccco1)N1CCN(c2ccc(F)cc2)CC1 (stereo not drawn) | -1 | -20 | 17 | -4 | -4 | · | -5 | -2 | 2 | -2
Cc1cc(C)n(C/C=C/Cn2nc(C)cc2C)n1 | 2 | -46 | 1 | 20 | 31 | 3 | 2 | 0 | 7 | -1
COc1ccc(N2CCN(C(=O)CSc3nnc4c(C)cc5c(C)cc(C)cc5n34)CC2)cc1 | 1 | -2 | 37 | 9 | 27 | -2 | -2 | 0 | -1 | 0
CCC(=O)OCc1c(C(F)(F)F)nn(C)c1Oc1cccc(C(F)(F)F)c1 | 3 | -29 | -30 | -3 | 8 | -3 | -2 | 3 | 7 | 1
CC(C)(C)NC(=O)C(c1ccncc1)N(C(=O)Cn1nnc(-c2ccc(F)cc2)n1)c1ccccc1F (stereo not drawn) | 4 | 4 | 3 | 1 | 6 | · | -4 | 3 | -7 | 6
COC(=O)CCN(C(=O)c1cccc(OC(C)=O)c1)c1ccccn1 | 3 | -21 | -4 | 2 | 2 | 5 | -3 | 2 | -3 | -2

(listing goes on)
smiles	GSK3B inh	KLF5 inh	aSyn UTR inh	HSF1 inh	HSF1 activator	GSK3A inh	DYRK1A inh	HSP90 inh	Platelet DG rel	IEC-6 tox
COCCCn1c(SCC(=O)O)nc2cc(OC)c(OC)cc2c1=N	1	-18	-1	-2	3	4	-5	1	-8	-3
COc1ccc(C2c3c(ccc4ccccc34)Oc3ncn4nc(-c5ccco5)nc4c32)cc1 (stereo not drawn)	1	3	-7	-12	-4	0	-10	-7	9	2
O=C(CN1CCN(CCOCCO)CC1)N1c2ccccc2Sc2ccc(Cl)cc21	5	-30	11	2	-17	5	6	1	-8	0
CCc1c(C)nc(Nc2nc(C)c3cc(OC)ccc3n2)[nH]c1=O	1	-16	-102	10	20	4	2	5	5	8
Cc1ccc(-c2c(C(=O)N/N=C/c3ccncc3)nnn2-c2nonc2N)cc1	1	16	2	-4	-4	-1	2	1	20	4
CC(=O)N1CCN(c2ccc([N+](=O)[O-])c(NCC3CCCO3)c2)CC1 (stereo not drawn)	-5	-10	19	8	-7	·	14	-1	4	-5
O=C1CCCN1CCCNS(=O)(=O)c1ccc(Br)s1	2	-6	-1	-3	-21	-2	-4	-2	7	-3
CCCCCCCC(=O)NNC(=O)CC(=O)Nc1ccccc1C(=O)O	3	-21	31	-4	-7	-2	9	-1	-9	9
COc1cc(C(=O)N2CCN(c3ccccc3OC)CC2)c([N+](=O)[O-])cc1OC	3	-2	-9	1	-7	-1	-5	0	1	-2
